# HIV fusion peptide: inhibitors of HIV fusion peptide binding, primary screen, biochemical, uHTS, fluorescence dequenching (AID 1986); cell-free peptide binding, fluorescence dequenching, 30 min; higher % means a stronger effect; one-dose inhibition, % at 20 µM; IC50 in µM for titrated hits; 290,000 compounds, 0.3% hits; in the data active = inhibition mostly above about 52%, no sharp cut-off; inactive = mostly below about 76%; note: some results filed as inactive read as strong as hits
# AID2073: inhibitors of Mint1-CaV2.2 protein interaction, biochemical, HTRF (AID 2073). 290,000 compounds, 0.19% hits. HTRF protein-protein interaction, Mint1-CaV2.2; higher % means a stronger effect. Voltage-dependent N-type calcium channel subunit alpha-1B (Homo sapiens). inhibition, % at 20 µM, or IC50 in µM where a hit was titrated; in the data active = inhibition mostly above about 51%, no sharp cut-off; note: some results filed as inactive read as strong as hits
# MT stabilizer: microtubule stabilizers in HeLa cells, primary screen, imaging, high-content imaging. AID 2205, 2009. % tubulin-high responders, % at 10 µM. HeLa tubulin immunostaining HCS, 24 h; share of cells brighter than vehicle mean+2SD. 200,000 compounds, 0.83% hits;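 active = plate Z-score above 3 for both tubulin-high and condensed-nucleus cell shares, with cell loss under 80%, at 10 µM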;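 note: anti alpha tubulin signal scored within the nucleus-defined area of each cell; some results filed as inactive read as strong as hits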
# Insulin prom up: insulin promoter activators in MIN6 cells, imaging, high-content screening, mouse beta cells; MIN6 insulin promoter-GFP reporter; hits give high values; 190,000 compounds, 0.3% hits; z-score at 5 µM; AID 1625, 2009;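 active = z-score above 3 at 5 µM with at least 500 cells counted in the well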
# Autophagy HCS: autophagy modulators in MEF cells, primary screen, imaging, high-content, MEF GFP-LC3. MEF GFP-LC3 puncta imaging; test concentration mostly 10 µM. calls only at 10 µM (by protocol). 190,000 compounds, 0.98% hits;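 active = percentage of spot-positive cells more than 3 SD above its plate mean, without a fluorescence outlier flag or 80% toxicity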;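 note: spot-positive cell cutoff set from DMSO-treated cells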
# WT yeast gro inh: growth inhibition of WT strain, primary screen, mitochondrial fusion inhibitor project, WT and mutant strains, chemical genetic; inhibition, % at 10 µM; 190,000 compounds, 2.1% hits; mitochondrial fusion phenotypic screen; AID 1362, 2008; in the data active = inhibition above about 58%; tested in S. cerevisiae
# Dynein transport: inhibitors of GR-EGFP nuclear translocation, primary screen, dynein cargo transport inhibitor project, imaging, high-content, 3617.4 mouse cells | test concentration mostly 20 µM; stimulated with dexamethasone, 1 µM; hits give low values | z-score, hits read low | 220,000 compounds, 0.47% hits | AID 1381, 2008;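 active = plate z-score of nuclear minus cytoplasmic receptor signal below a set negative limit, without overly bright fluorescence or cell loss, cut at about -3.5 in these data, passing the limit was not always enough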;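 note: z-score of nuclear minus cytoplasmic ring GR-EGFP intensity difference per well; some compounds called inactive have numbers as strong as hits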
#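 Also added: dexamethasone, 1.0 µM final. Medium: tet-free, stripped-serum medium. Detection: fixed, Hoechst-stained cells imaged at 10x for EGFP. Read-out: nuclear-to-cytoplasmic GR-EGFP distribution per well. Times: induction 48 h, compound 1 h, agonist 30 min.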
# Yfh1-off respiration: enhancers of respiration in Yfh1-depleted yeast, dose response, Friedreich's ataxia, plus single-dose screen (AID 1465) | S. cerevisiae Yfh1-off respiration, WST-1 reduction, 72 h; higher fold induction means a stronger effect | one-dose fold induction at 50 µM; EC50 in µM for titrated hits | 220,000 compounds, 0.074% hits;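 active = fold induction of absorbance versus untreated yeast above a set limit, then at least 30% activation at any dose in follow-up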;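 note: activators that raise dye reduction in frataxin-depleted yeast; strong numbers were not always called active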
# b-catenin transl: modulators of beta-catenin nuclear translocation, primary screen, imaging, HeLa cells, immunofluorescence, high-content. nuclear translocation activity, % at 5 µM. 190,000 compounds, 0.3% hits;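 active = nuclear translocation activity above 50% at 5 µM, with a well cell count of 50 or more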;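 note: per-cell ratio of nuclear to cytoplasmic median beta-catenin stain intensity; plate controls were DMSO negative control for no effect and GSK-3 inhibitor IX positive control for full effect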
#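 Assay system: human HeLa cells, native beta-catenin; doses: 5 µM primary, 0.02–20 µM confirmation; incubation: compound treatment 24 h, 37°C, 5% CO2; technique: fluorescence imaging of beta-catenin antibody stain plus DAPI; measure: % activation, nuclear-to-cytoplasmic median beta-catenin signal ratio per cell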
# WT yeast gro inh mutant strain: further read-out of WT yeast gro inh, marked with its call; inhibition, %; mitochondrial fusion phenotypic screen, mutant strain inhibition
# Dynein transport cytoplasmic EGFP: second read-out of Dynein transport, no call of its own (marks repeat the call); z-score; measured here: cytoplasmic GR-EGFP intensity; hits give high values
# Dynein transport nuclear GR-EGFP: recorded beside Dynein transport, whose call it bears; z-score; measured here: nuclear GR-EGFP intensity;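 lower value marks the stronger effect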
# Dynein transport cell count: recorded beside Dynein transport, whose call it bears; z-score; measured here: cell count per field
# Insulin prom up cell count: recorded beside Insulin prom up, whose call it bears; cell count; measured here: cytotoxicity, nuclei count;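 total cells summed across four imaged fields per well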
# b-catenin transl cell count 5 µM: also measured in b-catenin transl; calls as there; cell count; measured here: cell count, cytotoxicity flag
# MT stabilizer Hoechst-high %: further read-out of MT stabilizer, marked with its call; % Hoechst-high responders; measured here: nuclear condensation Hoechst responders;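 share of cells brighter than vehicle mean plus two SD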
# MT stabilizer cytotoxicity %: also measured in MT stabilizer; calls as there; toxicity, %; measured here: cytotoxicity by cell density;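 0% = mean cell density of plate MIN control wells and 100% = no cells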
# Autophagy HCS cell loss 18 h: recorded beside Autophagy HCS, whose call it bears; toxicity, %; measured here: cell loss, nuclei count;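 cell loss after 18 h compound exposure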
# * = called active by the depositor; i = inactive; nt = no result given.
# Value order – HIV fusion peptide	AID2073	MT stabilizer	MT stabilizer Hoechst-high %	MT stabilizer cytotoxicity %	Insulin prom up	Insulin prom up cell count	Autophagy HCS	Autophagy HCS cell loss 18 h	WT yeast gro inh	WT yeast gro inh mutant strain	Dynein transport	Dynein transport cytoplasmic EGFP	Dynein transport nuclear GR-EGFP	Dynein transport cell count	Yfh1-off respiration	b-catenin transl	b-catenin transl cell count 5 µM
Cc1ccc(N=Cc2cc(C)n(C3CCCC3)c2C)cc1
    -1.6%	1%	3.1	1.9	4.8	1.2	1550	i	5	5	-3	-0.39	-0.24	-0.89	0.74	i	-0.7	1337
CCCc1nc2oc3cc(OC)ccc3c(=O)c2c(=O)n1CCc1ccccc1
    -0.6%	9%	nt	nt	nt	-0.48	1157	nt	nt	nt	nt	1.2	0.079	0.91	-2.4	i	0.9	1288
CC(C)NC(=O)COC(=O)c1cc(=O)[nH]c2ccccc12
    -1.5%	11%	2.6	1.6	2.7	2.6	1390	i	22	-6	8	-0.8	-0.19	0.22	0.58	i	-2.1	1417
CC(C)CC(NC(=O)C(CC(C)C)NC(=O)OC(C)(C)C)C(N)=O (stereo not drawn)
    0.8%	3%	3.0	1.4	5.6	nt	nt	i	-10	-1	-9	0.56	0.36	0.86	-0.2	i	1.3	1007
OCCCc1nc2ccccc2[nH]1
    1.9%	4%	1.9	1.7	7.8	-1.5	1310	i	0	-4	-5	0.75	-0.15	0.59	-1.7	i	-1.5	1168
N#C/C(=C\c1coc2ccccc2c1=O)C(N)=S
    0.6%	51%	2.5	3.4	7.3	0.02	1114	i	-5	-47	-8	-0.71	-0.12	-0.4	0.26	i	0.9	1096
Cc1cccc(NC(=O)c2ccc([N+](=O)[O-])cc2Cl)n1
    -0.6%	18%	3.0	3.4	9.4	0.1	1348	i	-34	3	0	-0.28	-0.19	-0.025	0.67	i	-1.6	998
COC(=O)Cn1c2ccc(C)cc2c2nc(C)sc21
    -1.6%	-48%	3.7	2.2	3.9	0.37	1375	i	0	5	-12	0.16	-0.25	-0.8	-0.4	i	-0.2	1317
CNC(=O)c1nc(C)n(-c2ccc(Cl)cc2Cl)n1
    -1.5%	1%	6.0	2.7	7.0	-0.03	1287	i	4	-17	13	-1.4	-0.3	-0.31	1.5	i	-5.9	1126
O=C(O)c1ccc(/C=N/N2CCN(Cc3ccc(Cl)cc3)CC2)cc1
    1.3%	-6%	0.9	1.4	4.5	-0.63	1675	i	5	39	29	0.78	-0.28	0.11	0.15	i	0.6	1534
CC(c1ccon1)N(C)C(=O)CCc1nnc(Cc2ccc(-c3ccccc3)cc2)o1 (stereo not drawn)
    -0.5%	2%	3.6	1.7	7.8	nt	nt	i	1	7	-12	0.048	-0.19	0.35	0.089	i	-3.1	1083
Cc1ccc(NC(=O)CSc2nnc(CN3CCOCC3)n2-c2ccccc2)cc1
    -3.6%	2%	4.6	1.8	4.9	nt	nt	i	-2	-16	-9	2.3	0.23	1.4	-1.3	i	6.3	391
CC1=NCC(C)c2c1[nH]c1ccccc21 (stereo not drawn)
    3.4%	10%	2.7	1.3	7.5	-0.17	1608	i	-30	0	-28	-0.44	-0.17	0.16	0.69	i	-1.7	1348
CCOC(=O)CNc1nc(-c2ccncc2)nc2ccccc12
    0.7%	12%	3.8	2.3	3.6	-1.1	983	i	9	-12	2	-0.61	-0.22	0.037	0.08	i	-3.2	1156
CC(C)C(=O)Nc1cccc(NC(=S)NC(=O)c2ccccc2Cl)c1
    -1.4%	-8%	2.3	2.2	2.0	-0.27	1237	i	11	-2	-6	1.7	-0.17	0.62	-0.92	i	0.9	1420
CC(C(=O)NC1CCCCCC1)N(c1ccccc1)S(C)(=O)=O (stereo not drawn)
    2.7%	1%	3.9	0.4	24	0.19	1258	i	-3	-4	-5	0.13	-0.12	0.26	1	i	nt	nt
CCNC(=O)CCSc1nnc(-c2ccco2)o1
    -1.8%	-5%	1.8	1.3	2.0	0.51	1306	i	6	3	4	0.68	-0.25	0.65	-0.18	i	nt	nt
COc1ccccc1/C=C/C(=O)Nc1ccc2c(c1)OCCO2
    -1.4%	3%	24*	39*	45*	-0.1	1148	i	6	4	2	-0.35	-0.059	0.013	0.22	i	73*	128*
Cc1nc(SC(C)C(=O)Nc2cccc(C(F)(F)F)c2)c2c(C)c(C(=O)O)sc2n1 (stereo not drawn)
    62%	14%	nt	nt	nt	0.38	1068	nt	nt	nt	nt	-0.49	-0.79	-0.48	0.13	i	0.0	1321
CCOc1ccc(NC(=O)c2sccc2-n2cccc2)cc1
    -0.1%	11%	1.2	1.6	0.0	nt	nt	i	-30	9	14	0.083	-0.3	0.14	-0.18	i	-0.3	1048

# New compounds follow
# Value order – HIV fusion peptide	AID2073	MT stabilizer	MT stabilizer Hoechst-high %	MT stabilizer cytotoxicity %	Insulin prom up	Insulin prom up cell count	Autophagy HCS	Autophagy HCS cell loss 18 h	WT yeast gro inh	WT yeast gro inh mutant strain	Dynein transport	Dynein transport cytoplasmic EGFP	Dynein transport nuclear GR-EGFP	Dynein transport cell count	Yfh1-off respiration	b-catenin transl	b-catenin transl cell count 5 µM
CC(=O)/C(C#N)=C1\NC(=O)C(Cc2ccc(F)cc2)S1 (stereo not drawn)
    0.3%	-2%	nt	nt	nt	0.7	971	nt	nt	nt	nt	0.37	-0.25	0.77	-1.2	i	0.2	1339
Cc1cn2c(-c3ccncc3)nnc2s1
    0.1%	8%	2.8	2.3	13	1	1435	i	8	-9	-8	-0.32	-0.19	-0.094	-0.069	nt	-0.2	1516
COc1ccc(SC[C@H](CC(C)C)N2CCN(CCc3ccccc3)CCC2=O)cc1
    1.3%	-22%	nt	nt	nt	nt	nt	nt	nt	nt	nt	0.15	-0.4	0.051	-0.19	i	0.1	1090
CC1=Nn2c(nnc2-c2cccs2)SC1
    -0.7%	1%	2.3	1.7	11	nt	nt	i	-10	10	20	-0.94	-0.3	-0.56	1.4	i	-2.6	1073
CC(C)(C)OC(=O)N1CCC(C(=O)N2CCOCC2)CC1
    2.4%	2%	2.1	2.1	2.7	-0.26	1412	i	4	4	13	-0.11	-0.23	0.39	0.054	i	-4.5	934
COc1ccc(Cl)c(Cn2c(NCc3ccco3)nc3c2c(=O)n(C)c(=O)n3C)c1
    4.5%	6%	3.9	2.3	6.1	-0.57	967	i	3	-25	-26	-0.032	0.25	0.12	0.1	i	-0.3	1119
CC(=O)NCCc1csc(-c2ccccc2)n1
    2.3%	2%	3.0	1.7	8.2	-0.02	1110	i	7	-13	-8	0.66	-0.27	0.038	0.75	i	0.2	1080
N#CCCN(CCC#N)C(=O)c1ccc(Cl)cc1
    -3.7%	-9%	3.5	3.5	5.2	-0.33	1320	i	-8	-1	-1	-0.043	-0.33	0.0066	0.018	i	-3.4	1058
Cc1ccccc1OCc1csc(N)n1
    -0.1%	25%	5.3	2.8	6.7	1.1	1198	i	-2	11	31	-0.063	0.37	0.63	-0.86	i	-4.7	1050
O=C(CSc1nnc(COc2ccc(Cl)cc2)o1)OC1CCCCC1
    -1.5%	-2%	2.5	1.8	9.6	-0.07	1591	i	7	16	31	0.92	-0.25	0.61	0.44	i	0.6	927
CN1CCN(CC(=O)N(C)c2nc(-c3ccccc3)cs2)CC1
    4.1%	-8%	5.4	1.3	4.2	-1.4	1270	i	-8	28	15	1.2	-0.17	0.74	0.02	i	-6.0	821
COC(=O)c1ccc(/C=N/Nc2nc(C)c(C)s2)cc1
    -0.9%	-5%	nt	nt	nt	-0.4	1348	nt	nt	nt	nt	3.1	0.024	1.8	-1.8	i	-1.1	1136
CCCC(=O)Nc1ccc(-c2nc3cc(C)ccc3o2)cc1
    0.1%	38%	3.1	2.0	5.1	0.31	1174	i	2	4	-1	-0.16	-0.23	-0.058	0.016	i	0.7	1069
CCN(CC)C(=O)C1CCCN(c2ccc([N+](=O)[O-])cc2/C=N/NC(=O)c2ccc([N+](=O)[O-])cc2)C1 (stereo not drawn)
    -6.0%	5%	2.8	2.3	5.9	nt	nt	i	11	-6	-6	-0.54	-0.2	-0.79	-0.4	nt	nt	nt
CC(Nc1ccccc1CO)C(=O)Nc1cccc(Cl)c1Cl (stereo not drawn)
    -0.2%	4%	2.3	1.3	1.5	-0.7	1329	i	2	8	4	0.56	-0.25	-0.019	-0.85	i	1.0	982
Cc1ccc(-c2nnc(SCC(N)=O)n2C)cc1
    -0.7%	-16%	1.9	2.0	7.0	nt	nt	i	-1	-5	-18	-1.1	-0.23	-0.75	0.34	i	0.6	1582
O=S(=O)(c1ccc(Oc2ccc(Br)cc2F)nc1)N1CCCCC1
    nt	nt	3.5	1.2	2.5	nt	nt	i	1	18	21	2.2	-0.24	1.7	-1.3	i	nt	nt
c1coc(CN2CCN(C(c3cccs3)c3nnnn3C3CCCC3)CC2)c1 (stereo not drawn)
    0.2%	-7%	2.9	1.9	4.4	-0.08	1366	i	3	6	12	-0.9	-0.23	-0.25	0.71	i	-1.5	1390
O=C(NCCNC(=O)c1ccc([N+](=O)[O-])cc1)c1ccncc1
    0.0%	-3%	3.3	2.5	5.3	0.39	1258	i	-6	-2	12	0.072	-0.3	0.054	0.22	i	-1.0	1083

# 3 compounds already listed, ordered by their value in WT yeast gro inh mutant strain, rising.
smiles	WT yeast gro inh mutant strain
COc1ccc(Cl)c(Cn2c(NCc3ccco3)nc3c2c(=O)n(C)c(=O)n3C)c1	-26
Cc1cn2c(-c3ccncc3)nnc2s1	-8
CC(C)(C)OC(=O)N1CCC(C(=O)N2CCOCC2)CC1	13

# Source: PubChem (several laboratories)
